Screens: PubChem, National Center for Advancing Translational Sciences (NCATS)
A549 tox = A549 cytotoxicity, counter-screen for Nrf2 inhibitors | Potency, µM (top dose mostly 46 µM), without a hit: at the highest dose activity change, negative = cytotoxicity, most hits filed as inhibitors | A549 ARE-Fluc cells, CellTiter-Fluor viability, 18-24 h | 390,000 compounds, 0.16% hits | AID 504648; further: on the % scale 0 is the no-effect control and ±100 the full control effect
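Cytotoxicity counterscreen: CellTiter-Fluor fluorescence was measured in A549 ARE_Fluc cells after 18-24 h of compound exposure in a concentration series. The subsequent BugLite luminescent read reports ARE-luciferase activity.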
HepG2 tox = kills HepG2 cells in TGF-b inhibitor counter-screen. HepG2 CAGA-GFP viability, ATP luminescence, 18 h. Potency, µM (top dose mostly 46.1 µM), for the others: top-dose activity change, negative = cytotoxicity, usual class: cytotoxic. 410,000 compounds, 0.76% hits; further: some results filed as inactive show a strong effect at the top dose
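CellTiter-Glo luminescence gave cytotoxicity after 18 hours at 37 degrees C. The cells were HepG2 CAGA-GFP in 1% FBS DMEM, stimulated with 500 pg/mL TGF-beta after compound addition. %Activity was normalised to no-cell wells (complete cell-killing) and DMSO (no toxicity), and curves were fitted and classified.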
ATXN viability = cell viability loss in ATXN counter-screen | Potency, µM (doses to about 56.7 µM), most hits filed as cytotoxic | S2 cells (HEK-293 line with an ATXN2-luciferase reporter) viability, CellTiter-Fluor protease fluorescence, 24 h | AID 651635 | 400,000 compounds, 0.49% hits; further: nearly all actives have a fitted effect of over 40% in size
EPAC2 antag = blocks human EPAC2 exchange factor | Q8WZA2 | EPAC2 GEF exchange of Rap1B-BODIPY-GDP, fluorescence | Potency, µM (highest dose often 114 µM), for the others: at the top dose activity, negative = inhibition, usual class: inhibitors | 360,000 compounds, 0.18% hits; further: on the % scale 0 is the no-effect control and ±100 the full control effect; nearly all actives have a fitted effect of over 45% in size; many of its hits are not listed in these tables
Target sequence (Q8WZA2 whole entry, looked up): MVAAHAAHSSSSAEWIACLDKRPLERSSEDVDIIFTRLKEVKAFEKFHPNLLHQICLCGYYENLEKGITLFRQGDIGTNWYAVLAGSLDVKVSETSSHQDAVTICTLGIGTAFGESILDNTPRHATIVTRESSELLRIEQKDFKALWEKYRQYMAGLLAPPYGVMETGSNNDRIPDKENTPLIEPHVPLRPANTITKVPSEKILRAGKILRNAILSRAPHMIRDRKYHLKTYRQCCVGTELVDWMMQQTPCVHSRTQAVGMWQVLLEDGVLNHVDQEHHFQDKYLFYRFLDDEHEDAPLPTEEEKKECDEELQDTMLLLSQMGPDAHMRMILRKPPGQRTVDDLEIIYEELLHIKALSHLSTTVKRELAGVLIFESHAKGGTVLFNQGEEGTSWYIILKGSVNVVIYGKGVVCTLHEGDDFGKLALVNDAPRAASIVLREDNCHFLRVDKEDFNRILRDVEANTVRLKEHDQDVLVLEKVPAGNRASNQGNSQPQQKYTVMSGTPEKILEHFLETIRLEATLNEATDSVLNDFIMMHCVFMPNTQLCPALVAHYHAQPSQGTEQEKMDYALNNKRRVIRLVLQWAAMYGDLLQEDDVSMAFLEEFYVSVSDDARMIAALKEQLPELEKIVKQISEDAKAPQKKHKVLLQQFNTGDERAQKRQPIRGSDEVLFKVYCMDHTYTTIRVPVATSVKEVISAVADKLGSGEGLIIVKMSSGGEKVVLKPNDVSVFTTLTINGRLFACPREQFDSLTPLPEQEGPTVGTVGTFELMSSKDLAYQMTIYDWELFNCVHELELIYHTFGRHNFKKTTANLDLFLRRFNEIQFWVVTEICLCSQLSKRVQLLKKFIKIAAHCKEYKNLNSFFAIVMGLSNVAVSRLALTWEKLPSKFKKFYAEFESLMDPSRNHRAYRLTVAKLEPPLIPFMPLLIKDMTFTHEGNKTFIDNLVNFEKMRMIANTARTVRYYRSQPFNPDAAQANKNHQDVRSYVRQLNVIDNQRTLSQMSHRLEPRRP
MCF10A rerep = induces DNA re-replication in MCF 10a normal breast cells; MCF 10A DNA re-replication, Hoechst nuclear intensity, 48 h; Potency, µM (titrated, usually from 46.1 µM), inactives show top-dose activity, positive = re-replication, actives largely listed as activators; 350,000 compounds, 2.9% hits; further: % of control where 0% means no effect; nearly all actives have a fitted effect of over 50% in size
Nrf2 inh = inhibitors of Nrf2 signaling. A549 ARE-Fluc reporter, luciferase luminescence, 18-24 h. Potency, µM (doses to about 46 µM), inactives show at the highest dose activity change, negative = inhibition, most hits filed as inhibitors. 360,000 compounds, 2.1% hits. AID 504444; further: on the % scale 0 is the no-effect control and ±100 the full control effect; nearly all actives have a fitted effect of over 60% in size
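Concentration-response testing used A549 ARE_Fluc cells at 5000 cells/well. Following an 18-24 h compound incubation, viability was read by fluorescence (Ex 405/Em 525) and luciferase output by luminescence.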
ATXN2 expr inh = inhibitors of ATXN2 expression. Potency, µM (titrated, usually from 57 µM), for the others: at the highest dose activity change, negative = inhibition, most hits filed as inhibitors. 360,000 compounds, 0.72% hits. HEK-293 ATXN2-luciferase reporter, luminescence, 24 h; further: on the % scale 0 is the no-effect control and ±100 the full control effect; nearly all actives have a fitted effect of over 55% in size
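ATXN2-luciferase reporter cells (luciferase flanked by upstream and downstream ATXN2 gene portions) were treated 24 h at 37 °C with compounds at up to 57 uM. SteadyGlo luminescence gave expression; GF-AFC fluorescence gave viability.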
Nrf2 ARE act = activates Nrf2 signaling; AREc32 ARE-luciferase reporter (MCF7-derived line), luminescence, 24 h; Potency, µM (highest dose often 46.1 µM), without a hit: at the highest dose activation, hits mostly activators; 410,000 compounds, 0.31% hits; AID 624171; further: % of control where 0% means no effect; nearly all actives have a fitted effect of over 65% in size
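Nrf2 activation is followed as ARE-luciferase induction in the AREc32 line after one day of compound treatment; luminescence is read with Steady-Glo.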
TGFb SMAD3 inh = blocks TGF-b signaling; AID 588855; Potency, µM (titrated, usually from 46.1 µM), for the others: at the top dose activity, negative = inhibition, actives largely listed as inhibitors; HepG2 CAGA-GFP TGF-b/SMAD3 reporter, GFP fluorescence, 18 h; TGF-beta stimulated, 500 pg/mL final; 410,000 compounds, 1.2% hits; further: on the % scale 0 is the no-effect control and ±100 the full control effect; nearly all actives have a fitted effect of over 65% in size
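Read-out: total well GFP (ex488/em500-530) summed from mean per-cell fluorescence. Cells: HEPG2 CAGA-GFP, 1% FBS DMEM, 18 h at 37 degrees C with 500 pg/mL final TGF-beta. Unstimulated wells served as the full-inhibition control; stimulated DMSO wells = 0%.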
Active calls of the source: *; i = inactive; ? = inconclusive; . = not tested or not shown; & = joins results of further samples; [ ] = remark or other dose. The call rests on the fitted dose curve; in most records, active means well fitted curve in the direction sought with a large enough effect; inconclusive means small, poorly fitted or top-dose-only effect, or another doubt; inactive means no such curve, though single readings can be large; an effect the other way counts as inactive or inconclusive. Potency means the concentration at half of the fitted maximal effect. An excerpt, so the mix of outcomes need not match the whole.

Compound | A549 tox | HepG2 tox | ATXN viability | EPAC2 antag | MCF10A rerep | Nrf2 inh | ATXN2 expr inh | Nrf2 ARE act | TGFb SMAD3 inh
O=C(CSc1nnc(COc2ccccc2)o1)N1CCCCC1 | -14% | 1% | i | 4% | 12% | 0% | 10% | -2.0% | -6%
O=C(Cc1ccccc1)Nc1cc2c(cc1Cl)OCCCO2 | 2% | -3% | i | -4% | 8% | ? | 82%[activator] | 2.3% | 1%
CNC(=O)c1sc(-c2ccccn2)nc1C | 0% | 12% | i | -2% | -6% | 6% | 3% | -0.8% | 0%
COC(=O)Cn1c2ccc(F)cc2c2nc(C)sc21 | -2% | 10% | i | 12% | -1% | -26% | -10% | -0.9% | -16%
COc1ccc(CCNC(=O)c2ccc(-c3ccc([N+](=O)[O-])cc3Cl)o2)cc1OC | -8% | -24% | i | -7% | ? | ? | -35% | -0.7% | 10µM*
O=C(CN1CCC(NC(=O)c2ccccc2)CC1)NCc1ccccc1F | 11% | -40% | i | -4% | 0% | 1% | -2% | -0.2% | 5%
Cc1ccc(S(=O)(=O)Nc2cccc3c2O[C@H](CN(C)Cc2ccc(-c4ccccc4)cc2)[C@@H](C)CN([C@H](C)CO)C3=O)cc1 | ? | -23% | ? | -13% | ? | ? | -23% | 6.8% | 10µM*
Cc1ccccc1NC(=O)COC(=O)c1ccc2c(c1)OCCO2 | 0% | -10% | i | 5% | ? | -16% | 9% | -0.9% | -11%
CSc1ccc(S(=O)(=O)NCC(=O)OCC(=O)NCc2ccco2)cc1[N+](=O)[O-] | 1% | -3% | i | 1% | -35%[inhibitor] | 7% | -2% | -0.4% | 4%
COC(=O)CN1C(=O)[C@@H]2[C@H](C1=O)[C@@H]1CC(C(=O)OC)=C[C@@H](C(=O)OC)C3C1=C(C(=O)[C@@]3(C)NC(=O)c1ccccc1)[C@@H]2C (some centres not stated) | -1% | 5% | . | . | . | 2% | . | . | -13%
CCCCn1c(N)c(N(C)C(=O)c2ccc(-n3cccn3)cc2)c(=O)[nH]c1=O | -2% | -3% | i | -2% | -2% | 9% | 7% | 0.3% | 0%
O=C(NC1=NCCS1)c1cccs1 | -3% | 11% | i | 14% | -5% | ? | 2% | 2.7% | 0%
CC(=O)C1=C(O)CCC1=N | -3% | 1% | i | 13% | -4% | 15% | 1% | -0.8% | 5%
COc1ccc(/C=C(/NC(=O)c2ccco2)C(=O)N2CCc3ccccc32)cc1OC | -1% | 11% | i | 0% | 1% | ? | 2% | 0.7% | 0%
O=C(O)c1ccc(N2C(=O)CC(N3CCC(c4nc5ccccc5[nH]4)CC3)C2=O)cc1 (configuration not stated) | 0% | 8% | i | 9% | ? | 1% | -2% | -0.6% | 9%
CCOC(=O)C1=CN(Cc2ccco2)S(=O)(=O)N(CC)C1c1ccc(C(F)(F)F)cc1 (configuration not stated) | -6% | -39% | ? | -9% | 0% | -20% | -15% | 11% | ?
CC1=CN2C(=N)/C(=C\c3cn(CCCOc4ccccc4)c4ccccc34)C(=O)N=C2S1 | -1% | -27% | i | 1% | 3.7µM* | ? | -18% | 1.5%[9.22 µM] | -9%
O=C(CC1C[C@H](C(=O)N2CCCCC2)[C@@]2(CCc3ccccc3)c3[nH]c4ccccc4c3CCN2C1=O)NCCCn1ccnc1 (some centres not stated) | 0% | -32% | i | ? | ? | -10% | 5% | 4.3% | ?
Cc1ccc(S(=O)(=O)N(CCO)c2cc3c(s2)CCCC3)cc1 | 3% | 6% | i | 3% | -1% | -1% | 6% | 0.1% | ?
O=C(NNc1ccnc2cc(Cl)ccc12)C1CCCCC1 | -17% | 16% | i | -3% | 17% | 3.3µM* | ? | 0.6% | -26%
CS(=O)(=O)N(CC(=O)N1CCc2ccccc2C1)c1ccc(Cl)cc1F | -4% | -23% | i | -8% | 3% | -27% | 9% | -0.3% | 5%
COc1ccc(N(C(=O)C(C)C)S(=O)(=O)c2cccc3cccnc23)cc1 | 0% | -38% | i | -9% | 23% | -10% | -4% | 2.8% | -20%
Cc1cc(C)cc(NC(=O)CN2CCc3ccccc3C2)c1 | 0% | -13% | i | -12% | 15% | -13% | -7% | -0.6% | -1%
O=C(O)CCC(=O)N1CCN(c2ccccn2)CC1 | -2% | -19% | ? | -3% | 8% | 6% | 3% | -0.6% | -11%
CC(C)c1nnc(NC(=O)CCC(=O)NCc2ccc3c(c2)OCO3)s1 | 1% | -18% | i | 13% | -6% | 3% | 2% | -0.3% | -2%

Compounds from the list above that have an aryl methoxy group (3):
Compound | A549 tox | HepG2 tox | ATXN viability | EPAC2 antag | MCF10A rerep | Nrf2 inh | ATXN2 expr inh | Nrf2 ARE act | TGFb SMAD3 inh
COc1ccc(CCNC(=O)c2ccc(-c3ccc([N+](=O)[O-])cc3Cl)o2)cc1OC | -8% | -24% | i | -7% | ? | ? | -35% | -0.7% | 10µM*
COc1ccc(/C=C(/NC(=O)c2ccco2)C(=O)N2CCc3ccccc32)cc1OC | -1% | 11% | i | 0% | 1% | ? | 2% | 0.7% | 0%
COc1ccc(N(C(=O)C(C)C)S(=O)(=O)c2cccc3cccnc23)cc1 | 0% | -38% | i | -9% | 23% | -10% | -4% | 2.8% | -20%

Remaining list, next part
Compound | A549 tox | HepG2 tox | ATXN viability | EPAC2 antag | MCF10A rerep | Nrf2 inh | ATXN2 expr inh | Nrf2 ARE act | TGFb SMAD3 inh
O=C(CN1C(=O)COc2ccc(S(=O)(=O)N3CCOCC3)cc21)N1CCN(c2ccccc2)CC1 | -1% | 9% | i | . | . | 16% | 12% | 0.3% | 16%
CC(C(=O)NC1CCCCC1)N(Cc1ccccc1)C(=O)c1snc(C(N)=O)c1N (configuration not stated) | 0% | -41% | i | -8% | -5% | 3% | -6% | -0.3% | -9%
Cc1c(NC(=O)c2ccc(COc3ccc4ccccc4c3)o2)c(=O)n(-c2ccccc2)n1C | 0% | -4% | i | -1% | -2% | -24% | 2% | 3.3% | -4%
Cc1ccc[n+](CC(=O)Nc2ccc(N(C)C)cc2)c1 | 1% | 4% | i | 4% | -23%[9.22 µM] | 7% | -12% | -0.7% | 15%
O=C1c2ccccc2S(=O)(=O)c2cc(C(=O)N3CCC(N4CCCC4)CC3)ccc21 | -1% | 0% | i | 14% | -2% | 0% | 9% | 0.8% | 15%
Cc1[nH]nc2c1C1(CCOC1C)C(C#N)=C(N)O2 (configuration not stated) | 6% | -18% | i | -3% | 16% | -1% | -8% | -0.7% | 5%
COc1ccc(NC(=O)CSc2nc3ccc(OC)cc3[nH]2)cc1 | 6% | -13% | i | 4% | -3% | 23% | 1% | 6.1% | 0%
FC(F)(F)c1ccccc1CN1CCN(C2CCCCCC2)CC1 | -1% | 1% | i | 12%[57.1 µM] | 29% | -8% | . | -0.9% | 5%
CCOc1ccc(OCC)c(NC(=O)C2CCCN(S(=O)(=O)c3cc(Br)cc4c3N(C(=O)CC)CC4)C2)c1 (configuration not stated) | -2% | -29% | i | . | . | -3% | -4% | -0.3% | ?
CCOc1cccc(-c2nn3c(-c4cc(C)[nH]n4)nnc3s2)c1 | 1%&1% | -24%&-17% | i | 7% | 9% | ? | 6% | -0.6% | -11%&-15%
COc1ccccc1NC(=O)Cn1nnc(-c2ccccc2NC(=O)c2ccco2)n1 | -21% | -10% | ? | 9% | ? | ? | -24% | 3.2% | 11%
CSc1ccc(CCNC(=O)CCc2c(C)nc3c(-c4ccccc4)c(C)nn3c2C)cc1 | ? | -35% | i | . | . | ? | -15% | 0.2% | ?
CCOc1cc(C(=O)Nc2ccc(S(=O)(=O)Nc3cc(C)on3)cc2)cc(OCC)c1OCC | 4% | 7% | i | -8% | -3% | ? | 2% | 0.2% | -4%
Cn1c(=O)c2c(nc(CN3CCN(c4ccccc4)CC3)n2CCCc2ccccc2)n(C)c1=O | -2% | 3% | i | 9% | -4% | 8% | 1% | 2.2% | -10%
Cc1ccc(NC(=O)Cn2ncn3c(cc4ccccc43)c2=O)cc1C | 0% | -21% | . | . | . | 0% | . | 0.4% | -9%
CCc1ccc(CN(C)C(=O)C2=CC=CN3CCS(=O)(=O)N=C23)cc1 | 1% | 11% | i | -12% | -28% | 5% | -1% | 0.3% | 3%
COCCNC(=O)CSc1ccc(C)cc1 | -2% | 4% | i | 10% | 0% | 0% | 2% | -0.2% | 3%
O=C(CN(C(=O)CCC(=O)Nc1nccs1)c1cccc(F)c1)NCc1ccccc1 | 0% | 1% | i | 7% | 6% | -5% | -9% | 4.9% | -19%
CCNC(=O)n1nccc1C(C)Oc1ccc(Cl)cc1 (configuration not stated) | -2% | 5% | i | 5%[57.1 µM] | -2% | 1% | 0% | -0.9% | 2%

Entries listed so far containing a nitro group on carbon, in the order listed:
Compound | A549 tox | HepG2 tox | ATXN viability | EPAC2 antag | MCF10A rerep | Nrf2 inh | ATXN2 expr inh | Nrf2 ARE act | TGFb SMAD3 inh
COc1ccc(CCNC(=O)c2ccc(-c3ccc([N+](=O)[O-])cc3Cl)o2)cc1OC | -8% | -24% | i | -7% | ? | ? | -35% | -0.7% | 10µM*
CSc1ccc(S(=O)(=O)NCC(=O)OCC(=O)NCc2ccco2)cc1[N+](=O)[O-] | 1% | -3% | i | 1% | -35%[inhibitor] | 7% | -2% | -0.4% | 4%

Entries of single compounds from above:
COc1ccc(CCNC(=O)c2ccc(-c3ccc([N+](=O)[O-])cc3Cl)o2)cc1OC reads A549 tox: -8%; HepG2 tox: -24%; ATXN viability: i; EPAC2 antag: -7%; MCF10A rerep: ?; Nrf2 inh: ?; ATXN2 expr inh: -35%; Nrf2 ARE act: -0.7%; TGFb SMAD3 inh: 10µM*
CC(=O)C1=C(O)CCC1=N reads A549 tox: -3%; HepG2 tox: 1%; ATXN viability: i; EPAC2 antag: 13%; MCF10A rerep: -4%; Nrf2 inh: 15%; ATXN2 expr inh: 1%; Nrf2 ARE act: -0.8%; TGFb SMAD3 inh: 5%
